Bioassay records (PubChem)
Growth percent in the NCI-60 one-dose screen (48 h, 10 µM unless noted): 100 = growth as untreated, 0 = no growth, -100 = all killed.
HL-60(TB): HL-60(TB) leukemia cells; AID 1794776; actives 9% (n = 78,000); active = growth percent below 10
* = called active by the depositor; & = joins results of further samples. The list is partial, so the mix of outcomes need not match the whole.

SMILES	HL-60(TB)
Cc1ccc2nc(/C(C#N)=C(/CCCO)NCCC(=O)O)[nH]c(=O)c2c1	83.8
Cc1cc(C)nc(NS(=O)(=O)c2ccc(N/C(N)=N/c3nccc(-c4cccnc4)n3)cc2)n1	89.7
O=C1CCCN1CC#CCN1CCCC1	142.2
Clc1ccc(Nc2ccnc3cc(Cl)ccc23)cc1	116.0
COc1cc(C(=O)Nc2nn(C)c3nc(C)c(Cl)c(C)c23)cc(OC)c1OC	91.6
O=C1OCC(CO)O1 (stereo not drawn)	96.7
COc1ccc(-c2nc(SCC(C)C)nc(Nc3ccc([N+](=O)[O-])cc3)c2C#N)cc1	90.5
O=C(/C=C/c1cn(-c2ccccc2)nc1-c1ccccc1)c1cc2ccccc2oc1=O	93.7
CC(=O)c1cccc(NC(=O)c2c(-c3ccccc3)c(-c3ccccc3)n[nH]c2=O)c1	92.5
c1ccc(CC2CCN(c3ncnc4sc5c(c34)CCN(Cc3ccccc3)C5)CC2)cc1	73.9
O=C(Cn1nnc2ccccc21)N/N=C/c1ccco1	100.4
CC1=C(C)C(=O)C(Nc2ccc3c(c2)OCO3)=C(Br)C1=O	44.2
CCSC(SCC)C(O)C(O)C(O)COC(c1ccccc1)(c1ccccc1)c1ccccc1 (stereo not drawn)	72.6
C/C(=N/O)c1ccc(N2C(=O)C3CC=CCC3C2=O)cc1 (stereo not drawn)	101.1
CC1=C(C)C(=O)OC([C@](C)(O)C2(O)CCC3C4C(CC[C@@]32C)[C@@]2(C)C(=O)C=CC[C@]2(O)[C@H]2O[C@@H]42)C1 (stereo partly drawn)	87.6
CCCCC(C(=O)O)C1CCCCC1 (stereo not drawn)	105.0
COc1cccc(/C=C2\Oc3cc(OCCN4CCOCC4)ccc3C2=O)c1	110.7
O=S(=O)(C/C(=N/O)c1cccs1)c1ccccc1	92.5
Fc1cccc(CSc2ncnc3nc[nH]c23)c1	87.3
CC(CCl)Cn1snc(Cl)c1=O (stereo not drawn)	102.6
CCCCC(C#N)c1ccccc1 (stereo not drawn)	74.3
COc1ccc(C2CC(c3ccc4ccccc4c3)=NN2/C=C2\SC(=S)N(NC(=O)Cc3ccccc3Nc3c(Cl)cccc3Cl)C2=O)cc1 (stereo not drawn)	-27.4*
OC(COc1ccccc1Cl)COc1ccccc1Cl	94.3
c1ccc2c3c(ccc2c1)Sc1ccc2ccccc2c1N3	58.8
COc1cc(C)cc(C(O)Cc2cccc(-c3cccnc3)n2)c1 (stereo not drawn)	101.2
Clc1ccc(NCc2nnc(-c3ccco3)o2)cc1	112.1
ClC(c1ccccc1)C(Cl)c1ccccc1 (stereo not drawn)	107.6
CCN(CC)CCNc1ncnc2c1[nH]c1ccc(Br)cc12	96.3
CN(C)S(=O)(=O)n1cnc([C@@H]2c3c(ncn3S(=O)(=O)N(C)C)C[C@@H]3Cn4c(=O)n(-c5ccccc5)c(=O)n4C[C@H]32)c1	102.4
Nc1n[nH]c(C(=O)O)n1	94.4&100.7
Nc1ccc(-c2ccc(F)cc2)cc1NC(=O)C1CCOCC1	129.6
N#C[Se]CCCNS(=O)(=O)C1CC2C=CC1C2 (stereo not drawn)	-41.1*
COc1ccc2c(c1)c(C1(c3cn(C)c4ccc(OC)cc34)C(=O)Nc3ccc(F)cc31)cn2C	61.6
COc1cc(C2(C#N)CCN(C)CC2)cc(OC)c1OC	95.0
CC(C)C[C@@H]1OC(=O)CCCCNC(=O)[C@H](Cc2ccccc2)N(C)C(=O)[C@H](C(C)C)N(C)C(=O)[C@H](Cc2ccccc2)NC(=O)[C@@H]2CCCN2C1=O	92.6
O=C1c2cccc3cccc(c23)C(=O)N1N1C(=O)c2cccc3c(N4CCN(Cc5ccccc5)CC4)ccc(c23)C1=O	100.1
CC1SC(c2ccc(F)cc2)N(NC(=O)CCC(=O)c2nc3ncccc3[nH]2)C1=O (stereo not drawn)	100.4
O=c1[nH]c(S(=O)(=O)F)nc2nc[nH]c12	97.5
COc1ccccc1CNC(=O)c1nc(-c2cc(OC)c(OC)c(OC)c2)n(-c2ccc(F)c(F)c2)n1	97.8
OCc1cccc(-c2ccc3ncc(-c4nc(NC5CC5)ncc4F)n3c2)c1	-62.0*
O=S(=O)(NCCNc1cc(-c2cn(-c3ccccc3)nc2-c2cccc(O)c2)ccn1)c1ccc(F)cc1	6.9*
ClCCN1CCOCC1	84.8
O=S(=O)(CSc1ccccc1)c1ccccc1	130.2
COC(=O)C1CN1/C(C)=N/N=C1\C(=O)Nc2ccc(F)cc21 (stereo not drawn)	100.2
O=S1SC(c2ccccc2)=NN1c1ccccc1 (stereo not drawn)	94.6
Cc1cccc(N=C2c3cc([N+](=O)[O-])ccc3-c3c2cc([N+](=O)[O-])cc3[N+](=O)[O-])c1	46.7
CN(C)c1ccc(N=C2C=CC(=[N+](C)C)C=C2)cc1	21.0
Cc1c(OCC(F)(F)F)ccnc1CNc1ccc(C2=CC(c3ccc(O)cc3)N=C(N)N2)cc1 (stereo not drawn)	45.1
Fc1ccc(-c2ccnc3nc(-c4cccnc4)nn23)cc1	95.5
O=S1(=O)C=CCC1	97.9

More compounds
SMILES	HL-60(TB)
COc1cccc(CSC(C(=O)O)c2ccccc2)c1 (stereo not drawn)	104.5
CC(=O)Oc1[nH]c(=O)c2cccc3c2c1CCC3	72.8
Cn1ncc2c(N)nc(Oc3ccccc3-c3ccccc3)nc21	-18.4*
O=[N+]([O-])c1ccc2[nH]c3nc4ccccc4nc3c2c1	71.0
O=C(Oc1ccc(/C=C/c2cc(OC(=O)c3ccc([N+](=O)[O-])cc3)cc(OC(=O)c3ccc([N+](=O)[O-])cc3)c2)cc1)c1ccc([N+](=O)[O-])cc1	95.8
CC(=O)c1cc2c(N)c(C(=O)Nc3cccc4cccnc34)sc2nc1C	95.3
CCCCC(O)Cn1ncc(C(=O)OCC)c1NC(=O)NCc1ccc(F)cc1 (stereo not drawn)	100.3
Cn1ccnc1C(=O)/C=C/c1ccc(CC(=O)Nc2ccc(F)cc2)cc1	18.8
Nc1cccc(S(=O)(=O)O)c1	103.4
O=Cc1nc2ccccc2c(/C=C/c2ccccc2)c1C(=O)c1ccccc1	55.6
CCOC(=O)OCC(=O)[C@@]1(O)CC[C@H]2[C@@H]3CCC4=CC(=O)CC[C@]4(C)[C@H]3[C@@H](O)C[C@@]21C	108.5
CCN(CC)CCC=C(c1cccs1)c1cccs1	107.8
COc1ccc(F)cc1/C=C/C(=O)/C=C(/C=C/c1cc(F)ccc1OC)OB(F)F	-8.8*
C/C(=N\NC(=O)Nc1cccc(C)c1)c1nnn(-c2ccc(Br)cc2)c1C	102.1
CC(=O)Oc1ccccc1C(=O)Nc1ccc(C(C)=O)cc1	99.7
O=C(CNC(=O)c1ccccc1)Sc1ccccc1	64.7
CCN(CC)CCCNc1nc2ccccc2c2c(=O)c3cc(Cl)ccc3sc12	64.5
CS(=O)(=O)OCCN(CCOS(C)(=O)=O)c1ccc(/C=N/Nc2ccc([N+](=O)[O-])cc2[N+](=O)[O-])cc1	71.6
CCOc1ccc(N2C(=O)/C(=C3\SC(=S)N(c4ccc(OCC)cc4)C3=O)SC2=S)cc1	30.3
COc1cccc(/C=N\NC(=O)c2ccncc2)c1O	9.4*
Cc1cc(NC(=O)c2ccccc2)c(Cl)cc1N	54.7
CCC(O)C(CC(C)N(C)C)c1ccccc1 (stereo not drawn)	91.3
CCC1(C2=CCCCC2)C(=O)NC(=O)N=C1N (stereo not drawn)	100.4
N#Cc1c(Nc2ccccc2)nn2c(N)cc(=O)[nH]c12	102.1
CC(C)C[C@@H](NC(=O)[C@@H](Cc1ccccc1)NC(=O)c1cnccn1)B1O[C@H]2[C@H](O)[C@@H](C(=O)NCCCC[C@@H]3NC(=O)[C@@H](Cc4ccccc4)NC(=O)[C@H](CC(=O)O)NC(=O)CNC(=O)[C@H](CCCN=C(N)N)NC3=O)O[C@@H](CN)[C@H]2O1	-1.9*
CCOC(=O)C1(C(=O)OCC)CCN(S(=O)(=O)c2ccccc2)CC1	101.5
O=C(CSc1nc2ccccc2c(=O)n1-c1ccc(Cl)cc1)Nc1ccc(S(=O)(=O)Nc2nccs2)cc1	104.5
O=P(Oc1ccc(Br)cc1)(N1CC1)N1CC1	96.4
Cc1ccc(-c2c3c(nc4nc(C)[nH]c(=O)c24)C(C)CCC3)cc1 (stereo not drawn)	95.0
O=[N+]([O-])CC(c1ccccc1F)c1c(-c2ccccc2)[nH]c2ccccc12 (stereo not drawn)	97.5
O=C1CN2NC(=O)c3ccccc3N=C2N1	110.3
CCN(CC)CC(c1ccccc1)C(O)(c1ccccc1)c1ccccc1 (stereo not drawn)	92.8
Nc1ncc(-c2ccc(NS(=O)(=O)c3ccc(F)cc3)cc2)[nH]1	91.3
O=C(Nc1cccc(F)c1)c1cc(=O)[nH]c2cc(Br)ccc12	3.4*
CN(C)S(=O)(=O)c1ccc(S(=O)(=O)Nc2cccc(Cl)c2N2CCCCC2)cc1	76.7
COc1ccc([C@@H]2C(=O)N(c3cc(OC)c(OC)c(OC)c3)[C@H]2c2ccc(OC)c(O)c2)cc1	2.6*
Cc1ccc(S(=O)(=O)CC#N)cc1	113.4
CNc1sc(S(=O)(=O)NC)nc1S(=O)(=O)c1ccc(C)cc1	100.9
Clc1cc(Cl)c(I)c(Cl)c1	75.0
COc1ccc2c(c1)Oc1nc(N)c(C#N)c(N)c1C2c1cc(OC)c(OC)c(OC)c1 (stereo not drawn)	98.8
CC1=NN(c2cccc(Cl)c2)C(=O)/C1=C\c1cn(C(=O)c2ccc(Cl)cc2)c2ccccc12	117.4
CCN(CC)CCN=c1c(C)nc(C#N)c(N)n1O	108.8
COC(=O)C(C)NC1=C(Cl)C(=O)C(NC(C)C(=O)OC)=C(Cl)C1=O (stereo not drawn)	97.8
Cc1ccc(S(=O)(=O)Oc2ccc3c4c(c(=O)oc3c2)-c2ccccc2C4)cc1	84.2
CCC1(C)CC(CCNCc2ccccc2O)(c2ccc(C)cc2)CCO1 (stereo not drawn)	97.3
CC(C)(C)n1cc(-c2ccnc(NCCCNS(=O)(=O)c3ccc(Br)cc3)n2)c(-c2ccc(Cl)c(O)c2)n1	108.4
O=[N+]([O-])c1ccc(CO)o1	102.4
O=C(O)CC(C(=O)O)C(CC(=O)O)C(=O)O (stereo not drawn)	100.9
Cc1c2cnccc2c(C)c2c1c1cc(O)ccc1n2C(C)C	0.8*
CC1CN(C(=S)S)C(C)CN1 (stereo not drawn)	90.1&106.0

(cont.)
SMILES	HL-60(TB)
COc1cc(-c2nc3cc4nc5ccccc5[nH]c4cc3n2)ccc1O	79.8
CC(=O)Nc1nonc1-c1nc2ccccc2n1Cc1ccncc1	104.1
COc1ccc(C2=C/C(=C\c3ccccc3O)C(=O)N2Cc2ccccc2)cc1	40.9
CCCCCCCCCCCCOc1ccc(C(C)(C)C)cc1	93.4
Cc1cc(C)n(-c2nc(-c3no[n+]([O-])c3-c3ccccc3)cs2)n1	94.9
COc1ccc(N2C(N)=C(C#N)C(c3ccc([N+](=O)[O-])cc3)C3=C2CC(C)(C)CC3=O)cc1OC (stereo not drawn)	97.6
Nc1n[nH]c2cccc(C#Cc3cccc(NC(=O)Nc4cc(C(F)(F)F)cc(C(F)(F)F)c4)c3)c12	-9.4*
COc1nc2c(cc1S(=O)(=O)c1ccccc1)CCc1c-2cnn1-c1ccccc1Cl	39.9
O=C(CC(=O)c1cccc(Cl)c1)c1cccc(Cl)c1	4.2*
C=C1CCC2C3(C)COC(c4cccc(F)c4)OC3CCC2(C)C1C/C=C1/C(=O)OCC1O (stereo not drawn)	4.4*
CC(=O)Sc1ccccc1C(=S)S	92.3
CC(=O)OC1CC2CCC3C(CCC4(C)C3CC([N+]3(C)CCCCC3)C4OC(C)=O)C2(C)CC1[N+]1(C)CCCCC1 (stereo not drawn)	103.9
CN(C)C(=S)Sc1nsc(SC(=S)N(C)C)n1	102.2
CC(C)c1ccc2c(N)c(C(=O)Nc3ccc(F)cc3)sc2n1	79.9
Cc1ccc(NC2=N[C@]34CC(=O)CC[C@]3(C)[C@H]3CC[C@]5(C)C(=O)CC[C@H]5[C@@H]3C[C@@H]4S2)c(C)c1	9.3*
CC(=O)Nc1ccc(OC(C)=O)cc1N	76.8
COc1ccc2c(c1)C(C)Cc1c(ncn3c(-c4ccccc4)nnc13)N2C (stereo not drawn)	100.0
CCOc1ccccc1NC(=O)c1ccccc1	93.7

Structures from the list above that have an NH in an aromatic ring:
SMILES	HL-60(TB)
Cc1ccc2nc(/C(C#N)=C(/CCCO)NCCC(=O)O)[nH]c(=O)c2c1	83.8
CC(=O)c1cccc(NC(=O)c2c(-c3ccccc3)c(-c3ccccc3)n[nH]c2=O)c1	92.5
Fc1cccc(CSc2ncnc3nc[nH]c23)c1	87.3
CCN(CC)CCNc1ncnc2c1[nH]c1ccc(Br)cc12	96.3
Nc1n[nH]c(C(=O)O)n1	94.4&100.7
CC1SC(c2ccc(F)cc2)N(NC(=O)CCC(=O)c2nc3ncccc3[nH]2)C1=O (stereo not drawn)	100.4
O=c1[nH]c(S(=O)(=O)F)nc2nc[nH]c12	97.5
CC(=O)Oc1[nH]c(=O)c2cccc3c2c1CCC3	72.8
O=[N+]([O-])c1ccc2[nH]c3nc4ccccc4nc3c2c1	71.0
N#Cc1c(Nc2ccccc2)nn2c(N)cc(=O)[nH]c12	102.1
Cc1ccc(-c2c3c(nc4nc(C)[nH]c(=O)c24)C(C)CCC3)cc1 (stereo not drawn)	95.0
O=[N+]([O-])CC(c1ccccc1F)c1c(-c2ccccc2)[nH]c2ccccc12 (stereo not drawn)	97.5
Nc1ncc(-c2ccc(NS(=O)(=O)c3ccc(F)cc3)cc2)[nH]1	91.3
O=C(Nc1cccc(F)c1)c1cc(=O)[nH]c2cc(Br)ccc12	3.4*
COc1cc(-c2nc3cc4nc5ccccc5[nH]c4cc3n2)ccc1O	79.8
Nc1n[nH]c2cccc(C#Cc3cccc(NC(=O)Nc4cc(C(F)(F)F)cc(C(F)(F)F)c4)c3)c12	-9.4*
